# From PubChem BioAssay
# AmpC inh detg = AmpC beta-lactamase inhibition with detergent present; P00811; AmpC hydrolysis of nitrocefin, absorbance 480 nm, 0.01% Triton; Potency, µM (doses to about 114 µM), inactives show top-dose activity change, negative = inhibition, actives largely listed as inhibitors; actives 0.041% (n = 370,000);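 note: potency is the fitted concentration of half-maximal effect; 0% = no-compound wells and -100% = no-enzyme wells; nearly all actives have a fitted effect of over 25% in size; some results filed as inactive show a strong effect at the top dose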
# Target sequence (P00811 whole entry, looked up): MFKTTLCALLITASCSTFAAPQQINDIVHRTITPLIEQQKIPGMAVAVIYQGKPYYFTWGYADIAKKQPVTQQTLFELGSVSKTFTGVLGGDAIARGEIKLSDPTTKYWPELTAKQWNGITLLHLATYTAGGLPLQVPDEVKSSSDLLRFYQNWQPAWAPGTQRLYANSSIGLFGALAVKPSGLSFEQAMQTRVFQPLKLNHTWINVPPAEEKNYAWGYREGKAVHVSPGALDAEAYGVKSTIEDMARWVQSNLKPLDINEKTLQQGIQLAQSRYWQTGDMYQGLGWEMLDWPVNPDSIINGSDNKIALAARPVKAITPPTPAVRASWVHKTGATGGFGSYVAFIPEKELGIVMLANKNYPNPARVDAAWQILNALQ
#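 AmpC (5.3 nM in the dispensed reagent) in 20 mM phosphate pH 7.0 with 0.01% (detergent screen) or 0.0001% Triton X-100 was preincubated with compounds for 15 min at room temperature. Nitrocefin was then added from an 800 uM solution, and hydrolysis was followed at 480 nm.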
# Sm TGR inh = S. mansoni TGR enzyme inhibition; actives 3% (n = 360,000); Potency, µM (series often up to 114 µM), inactives show top-dose activity change, negative = inhibition, hits mostly inhibitors; Q962Y6; purified TGR, DTNB reduction, TNB absorbance 405 nm; AID 485364; note: potency is the fitted concentration of half-maximal effect; nearly all actives have a fitted effect of over 60% in size
#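 First, TGR (20 nM dispensed) and NADPH were mixed with compound. Second, a 15 min room-temperature incubation followed. Third, further NADPH and then DTNB were added to start the reaction. Finally, TNB absorbance was monitored kinetically.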
# HCMV inh = blocks human cytomegalovirus replication; HFF cells, HCMV-luciferase reporter, 72 h; hits give low values; activity change, negative = inhibition, % at 57.5 µM; actives 4.5% (n = 410,000); AID 1259415; in the data active = activity change below about -60%; inconclusive = no clear call, values can overlap the other calls; inactive = above about -39%
#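 HFF cells seeded 16 h at 37C, treated with compounds, infected with luciferase-reporter HCMV at MOI 1 PFU/cell; luciferase read at 72 h post infection, normalized to buffer-only and Salinomycin controls.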
# FBPA Giardia inh = Giardia lamblia aldolase inhibition | AID 2451 | purified Giardia FBPA | Potency, µM (highest dose often 59.6 µM), inactives show at the top dose activity, negative = inhibition, actives largely listed as inhibitors | actives 0.71% (n = 290,000) | A8B2U2; note: potency is the fitted concentration of half-maximal effect; nearly all actives have a fitted effect of over 55% in size
# Target sequence (A8B2U2 whole entry, looked up): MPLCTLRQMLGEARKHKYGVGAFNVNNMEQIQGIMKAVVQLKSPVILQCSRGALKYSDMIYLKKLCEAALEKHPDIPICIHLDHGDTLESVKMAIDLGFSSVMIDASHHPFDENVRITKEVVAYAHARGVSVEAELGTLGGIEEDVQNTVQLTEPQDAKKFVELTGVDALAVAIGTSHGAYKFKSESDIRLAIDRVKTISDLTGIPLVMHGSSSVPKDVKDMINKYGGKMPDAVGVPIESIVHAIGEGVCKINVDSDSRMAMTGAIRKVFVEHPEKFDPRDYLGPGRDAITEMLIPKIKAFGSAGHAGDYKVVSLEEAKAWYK
#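 Giardia FBPA (40 nM reagent) was preincubated 10 min at RT with compound (up to 57.5 uM final), then substrate plus GAPDH/TPI/NAD/arsenate coupling system with diaphorase/resazurin was added; resorufin fluorescence (525/598 nm) was read after 20 min.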
# AMA1 RON2 block = inhibitors of Plasmodium falciparum AMA1-RON2 interaction. AlphaScreen AMA1-biotinylated RON2 peptide binding. Potency, µM (highest dose often 58.2 µM), without a hit: at the top dose activity change, negative = inhibition, most hits filed as inhibitors. actives 0.2% (n = 360,000);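 note: potency is the fitted concentration of half-maximal effect; 0% = vehicle wells and -100% = peptide control; nearly all actives have a fitted effect of over 45% in size; some results filed as inactive show a strong effect at the top dose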
#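 AMA1 (3D7) with his tag at 25 nM final met compounds first, then biotinylated RON2 peptide at 25 nM; detection used donor plus acceptor beads, 10 µg/mL apiece, read by AlphaScreen after 30 min at room temperature.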
# HCV inhibitor = inhibitors of hepatitis C virus infection | Potency, µM (series often up to 41.8 µM), inactives show at the top dose activity change, negative = inhibition, actives largely listed as inhibitors | actives 3.4% (n = 340,000) | AID 651820 | Huh7.5.1 HCVcc-Cre infection, luciferase reporter, 44 h; note: potency is the fitted concentration of half-maximal effect
#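 Cells (1,000/well) were plated 4 h before compound, then infected with HCVcc-Cre virus (~0.5 moi). After 44 h further culture, infection was read as luciferase luminescence following a 15 min substrate incubation at room temperature.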
# Starred values were filed as active, the others as inactive; ? = inconclusive; . = no result given; & = joins results of further samples; [ ] = another dose, or the depositor's remark. Unless noted, calls come from the whole dose curve; as a rule, active = well fitted curve in the direction sought with a large enough effect; inconclusive = small, poorly fitted or top-dose-only effect, or another doubt; inactive = no such curve, though single readings can be large; an effect the other way counts as inactive or inconclusive. Unless noted, % is set by controls: 0 for no effect and ±100 for the full control effect.
SMILES,AmpC inh detg,Sm TGR inh,HCMV inh,FBPA Giardia inh,AMA1 RON2 block,HCV inhibitor
CC(CCc1ccc(O)cc1)NCc1ccc(Br)cc1 (stereo unspecified),-12%,1%,11,0%,-3%,?
N=c1sccn1CC(=O)Nc1cccc(Oc2ccccc2)c1,-3%,2%,-10,1%,-14%,-13%
CCc1cccc(C)c1NC(=O)COC(=O)C(NS(=O)(=O)c1ccc(Cl)cc1)C(C)O (stereo unspecified),-1%,-8%,-37,1%,-4%,29%
CCn1ccnc1CN1CCc2c([nH]c3ccccc23)C1C1CCCCC1 (stereo unspecified),3%,0%[57.1 µM],6,-3%,5%,9%
CC(C)Cc1cc(C(=O)N2CCCC(CO)(Cc3ccc(F)cc3)C2)no1 (stereo unspecified),-1%,-4%,-39,.,0%,-2%
CC1=C(C(=O)OC2CCCCC2)C(c2cccs2)n2c(nc3ccccc32)N1 (stereo unspecified),-13%,0%,-24,6%,-24%,-22%
O=c1cc(-c2ccccc2)n(S(=O)(=O)c2ccccc2)o1,-8%,0%,5,-10%,11%,-13%
CN(CCc1nc2ccccc2[nH]1)Cc1nc(CC2CC2)no1,4%,49%[activator],-12,0%,-1%,17%
CSc1ccc(/C=N\NC(=O)COc2ccc(Cl)cc2Br)cc1,-4%,8%,5,16%,3%,-1%
Cc1ccc(CS(=O)(=O)CCC(=O)NCCC(C)C)cc1,?,13%,16,6%,-4%,-4%
CCc1ccc(NC(=O)CSc2nccn(-c3ccc4c(c3)OCCO4)c2=O)cc1,10%,1%,-15,.,-6%,-25%
O=C1CC(=O)N(c2cccc(F)c2)C(=O)N1,3%,?,16,-21%,0%,4%
Cc1ccc(-n2c(=O)[nH]c3cc(C(=O)NCCc4ccccc4)ccc3c2=O)cc1,-4%,2%,-16,.,.,.
Cc1ccc2oc(C(=O)NC3CCS(=O)(=O)C3)c(C)c2c1 (stereo unspecified),1%,4%,23,7%,-15%,-18%
Cc1ccc(O)c(C(=O)c2cc(C#N)c3nc4ccccc4n3c2)c1,1%,-13%,-13,-6%,-6%,5µM*
Cc1cccc(OCCn2c(=S)[nH]c3ccccc32)c1,-9%,-1%,43,-2%,5%,-17%
CC(C(=O)OCC(=O)c1ccccc1)N1C(=O)C2C3CCC(C3)C2C1=O (stereo unspecified),5%,-4%,-40,4%,5%,-5%
CC(=O)c1ccc(NC(=O)C2CCCO2)cc1 (stereo unspecified),1%,73%[activator],40,-1%,5%,5%
COc1ccc(NC(=O)CC2C(=O)N(c3ccccc3)C(=O)N2C2CCCCC2)cc1 (stereo unspecified),10%,5%,-4,.,.,.
O=C(CCCSc1nnnn1-c1cccc2ccccc12)c1ccc(F)cc1,-1%,5%,?,11%,-19%,?
N#CCC(=O)Nc1ccc(C(=O)OCC(=O)NC2CCCc3ccccc32)cc1 (stereo unspecified),.,.,-26,.,15%[11.6 µM],-23%
Cc1cccc(C(=O)Nc2cccc(OCC(=O)O)c2)c1,5%,6%,0,3%,1%,20%
Cc1ccc(CNC(=O)CN2C(=O)C3(SCC(=O)N3c3cc(C)cc(C)c3)c3ccccc32)cc1 (stereo unspecified),1%,0%,?,.,.,.
CCCCn1c(N)c(N(CC)C(=O)/C=C/c2ccco2)c(=O)[nH]c1=O,-1%,22µM*,14,0%,5%,16%
CCOc1ccc(OCC)c(NC(=O)C2CCCN(S(=O)(=O)c3cccs3)C2)c1 (stereo unspecified),0%,14%,-3,0%,-1%,?
Cc1c(C)n(-c2ccccc2)c2ncnc(NCCCN(C)C)c12,2%,-14%,?,14%,6%,20%
CCOC(=O)c1cc(C)sc1NC(=O)C1CCC1,-11%,1%,-3,4%,25%,-30%
Cc1csc(N/N=C/c2ccc(O)c([N+](=O)[O-])c2)n1,4%,10µM*,11,?,-20%,-4%
CC(=O)C1=C(O)CCCC1=NCc1nc2ccccc2[nH]1,3%,-3%,-15,-7%,65%[activator],30%[activator]
CC1(c2nnc(-c3ccncc3)o2)CC(c2ccc(Cl)cc2)=NO1 (stereo unspecified),.,.,-27,.,-3%,11µM*
O=C(NNc1ccc([N+](=O)[O-])cc1)c1ccccc1F,4%,.,33,-4%,-6%,27%
O=C(O)COCC(=O)Nc1ccc2c(c1)CCC2,-11%,1%,38,12%,-1%,22%
CN(C)S(=O)(=O)c1cccc(NC(=O)COc2ccc(C(=O)c3ccccc3)cc2)c1,-9%,-14%,?,5%,1%,?
COc1ccc(S(=O)(=O)NCCOc2ccccc2)cc1C,0%,15%,-31,16%,13%,-7%
CCCCCn1c(=O)[nH]c2cc(C(=O)Nc3ccc(OC)cc3)ccc2c1=O,4%,2%,.,8%,6%,-2%
CCOc1ccccc1NC(=O)CSC1=Nc2ccccc2C2=NC(CC(=O)NC3CCCCC3)C(=O)N12 (stereo unspecified),17%,1%,-33,.,.,.
CCCC(=O)Nc1ccc(C(=O)NNC(=O)COc2ccc(Br)c(C)c2)cc1,-4%,5%,14,3%,27%,21%
CC(=O)c1c(C)[nH]c(C(=O)OCC(=O)N(C)c2c(N)n(Cc3ccccc3)c(=O)[nH]c2=O)c1C,?,2%,21,.,-4%,-13%
CCCn1nc(C(=O)NNC(=O)c2ccc(OC(F)F)cc2)c2ccccc2c1=O,.,.,53,.,93%[activator],?
CCC(C(=O)NCc1ccccc1OC)n1nc(C)n2c(cc3sccc32)c1=O (stereo unspecified),15%,5%,-8,.,.,.
O=C1CC(N2CCSCC2)C(=O)N1c1ccc(Br)cc1 (stereo unspecified),-5%,?,-37,2%,-5%,-1%
CC[C@H](C)[C@H](NC(=O)c1ccc(Cl)cc1)C(=O)OCC(=O)c1ccc2c(c1)NC(=O)CO2,5%,-5%,-87*,-1%,-1%,?
O=C(COC(=O)Cn1nc(-c2ccccc2)oc1=O)Nc1ccc(F)cc1,?,-3%,3,.,-3%[11.6 µM],-7%
Cc1ccc(Nc2nc(CSc3nnc(-c4ccccc4C)n3C)cs2)cc1,-11%,-2%,-21,-2%,-2%,?
O=C1CSC(=NC2CCCCC2)N1,?,3%,-14,4%,1%,?
CCn1c(COc2ccc(=O)n(-c3ccccc3)n2)nnc1SCc1cccc(OC)c1,?,4%,-1,7%,20%,17%
Cc1ccnn1Cc1cc(C(=O)O)c2ccccc2n1,2%,9%,8,-5%,-7%,20%
CCOC(=O)c1cc(-c2ccncc2)nc2c1c(C)nn2-c1ccccn1,-17%,1%,-10,-20%,75%[activator],7.9µM*
CCOc1cc(/C=C2\CCCc3c2nc2ccccc2c3C(=O)O)ccc1OC,1%,?,-38,?,-8%,9%
COc1ccc(C=Nc2ccc3[nH]ncc3c2)c(O)c1,-4%,.,-39,?,25%,23%
CCOc1ccc(C(=O)NCC(=O)OCC(=O)N2C(C)CCCC2C)cc1 (stereo unspecified),1%,5%,3,3%,2%,12%
Cc1ccc(NS(=O)(=O)c2ccc(-c3cnc(C4CC4)o3)cc2)cc1,-3%,1%,-29,.,-5%,?
COCCn1c(=O)[nH]c(=O)c2c1nc(-c1cc(Br)c3c(c1)OCO3)n2Cc1ccccc1,?,5%,38,5%,1%,1%
COc1cccc(C(=O)NCC2(c3ccccc3)CCCC2)c1OC,-14%,2%,?,9%,-4%,-26%
N=C1c2ccccc2CN1NC(=O)COc1ccc(Cl)cc1,-7%,8%,-17,-1%,0%,-8%
COc1ccc(N(CC(=O)NC2CCCC2)C(=O)Cn2nnc(-c3ccc(C)o3)n2)cc1,0%,-18%,3,1%,8%,-4%
COC(=O)c1cc(COC(=O)c2nc3nc(C)cc(C)n3n2)oc1C,-8%,-20%,1,5%,0%,22%
O=C(COc1ccc(Cl)cc1Br)N1CCN(c2ccccc2)CC1,-15%,-13%,-28,-5%,-2%,-20%
O=C(Nc1ccc(N2CCCC2)cc1)c1cccc(-c2cc3ccccc3oc2=O)c1,0%,-15%,-63*,9%,-14%[11.6 µM],-4%
Cc1ccc(NCc2ccc([N+](=O)[O-])s2)cc1,-1%,-29%,-14,-14%,?,0%

# Later entries.
SMILES,AmpC inh detg,Sm TGR inh,HCMV inh,FBPA Giardia inh,AMA1 RON2 block,HCV inhibitor
COc1ccc(/C(C)=N/NC(=O)c2cc(-c3cccnc3)nc3ccccc23)cc1,?,7%,-3,4%,12%,2%
CN1CCN(c2ccc(C(=O)c3ccc(F)cc3)cc2)CC1,-18%,4%,16,-1%,2%,-30%
COc1ccc(-c2[nH]c(-c3ccccc3)nc2SCC(=O)NC2CCCC2)cc1,?,7%&-2%,-22&-4,-9%,?,-17%
OCCNCC(O)CN1c2ccccc2Sc2ccccc21 (stereo unspecified),-11%,-1%,-18,-1%,-8%,-2%
CC1SCC(=O)N(CC(=O)NC2CCCCC2)C1=O (stereo unspecified),?,0%,3,2%,-12%,13%
COCCn1c(SCC(=O)N2CC(C)OC(C)C2)nc2c([nH]c3ccccc32)c1=O (stereo unspecified),-4%,3%,-1,2%,5%,21%
CC(=O)c1cc2c(cc1NC(=O)c1ccc(-n3nc(C)cc3C)cc1)OCO2,.,.,-32,.,17%,?
O=[N+]([O-])c1ccc(Nc2ccc(F)cc2)cc1,-16%,13%,?,-16%,-9%,-18%
CC(C)Oc1ccc(CNC(=O)c2ccc3c(c2)nc2n3CCCCC2)cc1,-6%,-3%,83,.,.,.
O=C(Nc1ccc(Cl)cn1)C1CCCN(c2ncnc3c2nc2n3CCCCC2)C1 (stereo unspecified),-2%,9%,-23,-3%,0%,?
CCOC(=O)Cc1csc(NC(=O)Cc2ccc(C)cc2)n1,4%,-7%,16,4%,-11%,-12%
Cc1c(Br)c([N+](=O)[O-])nn1CCCC(=O)Nc1sc2c(c1C#N)CCC2,-6%,-8%,-16,-8%,10%,6%
COc1ccc(-c2nc3oc4cc(OC)ccc4c(=O)c3c(=O)n2Cc2ccco2)cc1,5%,20µM*,-15,3%,-4%,?

# Profiles from above. Order of screens: AmpC inh detg	Sm TGR inh	HCMV inh	FBPA Giardia inh	AMA1 RON2 block	HCV inhibitor
# O=[N+]([O-])c1ccc(Nc2ccc(F)cc2)cc1 in the list: -16%	13%	?	-16%	-9%	-18%
# CC1SCC(=O)N(CC(=O)NC2CCCCC2)C1=O (stereo unspecified) in the list: ?	0%	3	2%	-12%	13%

# 2 records drawn at random from those above, as already listed:
SMILES,AmpC inh detg,Sm TGR inh,HCMV inh,FBPA Giardia inh,AMA1 RON2 block,HCV inhibitor
CCc1ccc(NC(=O)CSc2nccn(-c3ccc4c(c3)OCCO4)c2=O)cc1,10%,1%,-15,.,-6%,-25%
O=C(CCCSc1nnnn1-c1cccc2ccccc12)c1ccc(F)cc1,-1%,5%,?,11%,-19%,?

# Four compounds already listed, arranged by length of the SMILES, lowest first:
SMILES,AmpC inh detg,Sm TGR inh,HCMV inh,FBPA Giardia inh,AMA1 RON2 block,HCV inhibitor
O=C(Nc1ccc(Cl)cn1)C1CCCN(c2ncnc3c2nc2n3CCCCC2)C1 (stereo unspecified),-2%,9%,-23,-3%,0%,?
CC(=O)c1cc2c(cc1NC(=O)c1ccc(-n3nc(C)cc3C)cc1)OCO2,.,.,-32,.,17%,?
COc1ccc(/C(C)=N/NC(=O)c2cc(-c3cccnc3)nc3ccccc23)cc1,?,7%,-3,4%,12%,2%
COCCn1c(SCC(=O)N2CC(C)OC(C)C2)nc2c([nH]c3ccccc32)c1=O (stereo unspecified),-4%,3%,-1,2%,5%,21%
